# From PubChem BioAssay
# Pin1 inhibitor = qHTS Assay to Find Inhibitors of Pin1. Pin1 FP peptide displacement, HiFluor488, 10 min. Potency, µM (series often up to 115 µM), inactives show top-dose activity, negative = inhibition, usual class: inhibitors. 390,000 tested, 0.009% active; active means well fitted inhibition curve with a large enough effect in the polarisation, with a control signal flat, not every such curve was filed as active; inconclusive means small, poorly fitted or top-dose-only effect, or effect the other way, or a change in a side signal; inactive means no such curve, though single readings can be large or run the other way; the % refers to the polarisation; further: potency means the concentration at half of the fitted maximal effect; on the % scale 0 is the no-effect control and ±100 the full control effect
# Target sequence (Q13526 whole entry, looked up): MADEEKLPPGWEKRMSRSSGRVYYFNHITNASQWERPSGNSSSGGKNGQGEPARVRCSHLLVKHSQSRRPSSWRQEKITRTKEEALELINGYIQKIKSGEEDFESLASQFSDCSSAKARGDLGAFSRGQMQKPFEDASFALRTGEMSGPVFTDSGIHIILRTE
# ERG Ets-DNA blk = qHTS for Small Molecule Inhibitors of the ERG Ets/DNA interaction; Transcriptional regulator ERG (Homo sapiens), P11308; fluorescence polarization, His-ERG Ets domain / labelled DNA; Potency, µM (doses to about 76.9 µM), for the others: at the highest dose FP activity, negative = inhibition, actives largely listed as inhibitors; 370,000 tested, 0.028% active; active means well fitted inhibition curve with a large enough effect in the polarisation, with a control signal flat; inconclusive means small, poorly fitted or top-dose-only effect, or effect the other way, or a change in a side signal; inactive means no such curve, though single readings can be large or run the other way; the % refers to the polarisation;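 further: polarization taken with two DNA probes labelled with fluorescein and Texas red; potency means the concentration at half of the fitted maximal effect; % of control where 0% means no effect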
#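 His-tagged ERG Ets domain (1 uM in the protein solution; 300mM KCl, 50mM Tris-HCl, 1mM EDTA, 1mM DTT, pH 7.5) received compound, then a probe mix of 5 nM fluorescein-DNA and 100nM Texas-615-DNA. Fluorescence polarization was read for both dyes.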
# BAZ2B inh = qHTS Assay for Inhibitors of BAZ2B; Potency, µM (doses to about 114 µM), for the others: at the highest dose activity change, negative = inhibition, actives largely listed as inhibitors; AID 504333, 2011; 360,000 tested, 4.4% active; AlphaScreen BAZ2B-H3K14Ac peptide displacement; Bromodomain adjacent to zinc finger domain protein 2B (Homo sapiens), Q9UIF8; further: potency means the concentration at half of the fitted maximal effect; on the % scale 0 is the no-effect control and ±100 the full control effect; nearly all actives have a fitted effect of over 60% in size
#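 Inhibition is scored as reduced AlphaScreen emission. The BAZ2B/b-H3(5-23)K14Ac complex (50 nM each) in PBS pH 7.4, 0.01% Tween-20 meets compound (up to 110 uM) for 30 min at RT before bead addition.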
# HP1b binding inh = HTS for Inhibitors of HP1-beta Chromodomain Interactions with Methylated Histone Tails; Potency, µM (series often up to 114 µM), inactives show at the top dose activity change, negative = inhibition, hits mostly inhibitors; 390,000 tested, 0.56% active; AlphaScreen HP1-beta / biotin-H3K9me3 peptide binding; AID 540317, 2011; further: potency means the concentration at half of the fitted maximal effect; nearly all actives have a fitted effect of over 70% in size; inactives centre near 23
# Target sequence (P83916 whole entry, looked up): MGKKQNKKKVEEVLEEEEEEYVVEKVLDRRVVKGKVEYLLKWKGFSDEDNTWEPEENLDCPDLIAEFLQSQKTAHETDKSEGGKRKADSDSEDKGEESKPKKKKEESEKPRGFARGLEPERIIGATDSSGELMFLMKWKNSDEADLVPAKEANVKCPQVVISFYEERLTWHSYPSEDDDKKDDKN
#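 Compound inhibition of the preformed complex between 50 nM HP1-beta and 50 nM biotinylated H3K9me3 peptide was read by AlphaScreen. Buffer was PBS pH 7.4 with 0.01% Tween-20. Incubations ran 30 min at room temperature, with 10 ug/mL donor/acceptor beads.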
# JMJD2A Tudor = qHTS Assay for Inhibitors of JMJD2A-Tudor Domain; AlphaScreen JMJD2A-Tudor / H3K4me3 peptide binding; Potency, µM (top dose mostly 114 µM), without a hit: at the top dose activity change, negative = inhibition, actives largely listed as inhibitors; 390,000 tested, 4.4% active; AID 504339, 2011; further: potency means the concentration at half of the fitted maximal effect; on the % scale 0 is the no-effect control and ±100 the full control effect; nearly all actives have a fitted effect of over 50% in size
# PI4K2A block = qHTS for small molecular inhibitors of PI4K2A. Phosphatidylinositol 4-kinase type 2-alpha (Homo sapiens), Q9BTU6. purified PI4K2A, ADP-Glo luminescence, 1 h; active compounds read low. activity change, negative = inhibition, % at 76.9 µM. 420,000 tested, 0.13% active. AID 1346378, 2018; in the data active means activity change below about -50%; inconclusive means mostly about -30% to -49%;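 further: -100% = wells without enzyme as full effect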
#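 ADP-Glo luminescence measured ADP generated by PI4K2A enzyme (4 ug/mL before mixing) with 1.2 mM PI substrate (pre-mix) and 300 microM ATP (pre-mix). Tris pH7.5 buffer with MgCl2, Triton X-100; 1 h reaction at ambient temperature.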
# PGK inhibitor = qHTS Assay to Find Inhibitors of Phosphoglycerate Kinase | PGK/GAPDH coupled, Kinase-Glo luminescence, 60 min | 380,000 tested, 0.043% active | Potency, µM (doses to about 57.5 µM), without a hit: at the top dose activity change, negative = inhibition, actives largely listed as inhibitors; further: potency means the concentration at half of the fitted maximal effect; on the % scale 0 is the no-effect control and ±100 the full control effect; nearly all actives have a fitted effect of over 60% in size
# Target sequence (P07378 whole entry, looked up): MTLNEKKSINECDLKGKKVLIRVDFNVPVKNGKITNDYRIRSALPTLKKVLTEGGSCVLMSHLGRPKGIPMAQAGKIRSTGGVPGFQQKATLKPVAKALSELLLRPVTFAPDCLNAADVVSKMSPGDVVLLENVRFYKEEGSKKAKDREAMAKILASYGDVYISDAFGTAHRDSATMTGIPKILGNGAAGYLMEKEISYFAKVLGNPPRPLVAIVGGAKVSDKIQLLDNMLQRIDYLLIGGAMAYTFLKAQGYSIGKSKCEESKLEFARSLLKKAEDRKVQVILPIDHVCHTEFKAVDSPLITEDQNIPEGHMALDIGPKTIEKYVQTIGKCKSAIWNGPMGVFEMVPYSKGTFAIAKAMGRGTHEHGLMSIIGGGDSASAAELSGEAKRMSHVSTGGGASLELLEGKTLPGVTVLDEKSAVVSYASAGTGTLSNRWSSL
#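 Luminescent ATP detection (Kinase-Glo Plus) follows a 60-minute room-temperature incubation, with wells lacking PGK as controls. Buffer: 100 mM TEA (pH 7.6), 5 mM MgCl2, 0.01% Tween-20. Coupling enzyme GAPDH (100 nM final) supplies unstable 1,3-BPG in-well.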
# GLS inh = qHTS for Inhibitors of Glutaminase (GLS). GLS enzymatic activity, qHTS titration. Potency, µM (highest dose often 45.5 µM), without a hit: at the top dose activity change, negative = inhibition, most hits filed as inhibitors. 410,000 tested, 0.21% active; further: potency means the concentration at half of the fitted maximal effect; on the % scale 0 is the no-effect control and ±100 the full control effect
#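 Compounds were pin-transferred onto hKGA, after which L-glutamine (1 mM solution) and a detection mix of glutamate oxidase, HRP and Amplex Red were added. Initial and 30 min RT fluorescence reads were collected.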
# G9a block = qHTS Assay for Inhibitors of Histone Lysine Methyltransferase G9a. Histone-lysine N-methyltransferase EHMT2 (Homo sapiens), Q96KQ7. G9a H3K9 monomethylation, AlphaScreen, 2 h. Potency, µM (highest dose often 102 µM), without a hit: top-dose activity, negative = inhibition, most hits filed as inhibitors. 350,000 tested, 8.8% active; further: potency means the concentration at half of the fitted maximal effect; on the % scale 0 is the no-effect control and ±100 the full control effect; nearly all actives have a fitted effect of over 75% in size
# Target sequence (Q96KQ7 913-1193 limits assumed): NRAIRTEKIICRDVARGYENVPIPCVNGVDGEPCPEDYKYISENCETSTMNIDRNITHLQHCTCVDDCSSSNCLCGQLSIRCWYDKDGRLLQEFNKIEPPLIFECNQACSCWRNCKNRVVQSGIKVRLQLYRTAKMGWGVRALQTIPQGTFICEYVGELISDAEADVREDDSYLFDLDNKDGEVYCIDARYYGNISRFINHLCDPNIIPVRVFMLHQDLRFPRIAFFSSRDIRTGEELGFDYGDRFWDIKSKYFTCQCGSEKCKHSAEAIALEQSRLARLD
#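 Compounds were preincubated with 20 nM G9a for 15 min, after which biotinylated H3K9 peptide (500 nM) and SAM (20 uM) started a 2 h room-temperature reaction. Monomethylated product was quantified by antibody-based AlphaScreen chemiluminescence.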
# * hit, by the source's call; i = inactive; ? = inconclusive; / = no result given; [ ] = remark or other dose. Unless noted, the call rests on the fitted dose curve; in most records, active means well fitted curve in the direction sought with a large enough effect; inconclusive means small, poorly fitted or top-dose-only effect, or another doubt; inactive means no such curve, though single readings can be large; an effect the other way counts as inactive or inconclusive. Not a hit list (roughly 11% active in at least one column).
entry	Pin1 inhibitor	ERG Ets-DNA blk	BAZ2B inh	HP1b binding inh	JMJD2A Tudor	PI4K2A block	PGK inhibitor	GLS inh	G9a block	smiles
1	-8%	1%	-3%	27%	-10%	-6	-3%	-3%	16%	COc1ccc(S(=O)(=O)N(C)CC(=O)NC2CCCC2)cc1OC
2	?	-8%	-15%	11%	-17%	4	-7%	0%	/	Nc1cc(Nc2ccc(Br)cc2)nc(N)n1
3	-2%	2%	-32%	-14%	?	0	1%	7%	?	CCOC(=O)c1c(-c2ccc(-c3ccccc3)cc2)csc1NC(=O)CCN1CCOCC1
4	2%	2%	?	6%	-26%	-2	i	17%	0%[59 µM]	CCc1ccccc1NC(=S)NCc1cccn1C
5	-1%	1%	6%	-17%	-23%[11.4 µM]	-5	-1%	8%	-4%	COc1ccc(S(=O)(=O)NCC2CCC(C(=O)NCc3ccco3)CC2)cc1 (stereo unspecified)
6	34%[activator]	0%	0%	19%	-17%	-2	7%	11%	2%[59 µM]	Cc1ccc(Cn2c(C)c3cnn(CC(=O)NCCc4ccc(Cl)cc4)c(=O)c3c2C)cc1
7	-4%	2%	-24%	21%	3%	1	6%	-5%	-36%	COc1ccccc1CC(=O)NC1CC(C)(C)NC(C)(C)C1
8	3%	-7%	8%	21%	-17%	1	-4%	4%	-6%	CCN(CC(=O)NCc1cccs1)C(=O)c1ccc(NS(=O)(=O)c2ccc(C(C)=O)cc2)cc1
9	?	1%	?	55%[activator]	31%	-3	-7%	-5%	-1%[59 µM]	C(=C\c1ccco1)/C1=NN(c2ccccc2)C(c2ccco2)C1 (stereo unspecified)
10	?	?	-26%	4%	-29%	-9	6%	?	?	O=C(O)C1CCCC2CN3CCc4c([nH]c5ccccc45)C3C(O)C21 (stereo unspecified)
11	1%	0%	11%	22%	-8%[57.1 µM]	-1	-8%	4%	20%[59 µM]	CCOCCCNC(=S)N1CCN(C(=O)C(=O)Nc2ccc(C(=O)OC)cc2)CC1
12	-8%	2%	-27%	1%	?	15	-5%	5%	-35%[59 µM]	COc1cc2c(cc1OC)C(COc1ccc(F)cc1)N(C(=O)c1cccc(F)c1)CC2 (stereo unspecified)
13	-2%	6%	-1%	4%	-18%	0	6%	23%	?	CCOC(=O)Nc1sc(NS(=O)(=O)c2ccccc2)nc1C
14	-1%	5%	-11%	-9%	-21%	1	-10%	-4%	-32%[59 µM]	CCC(C)NC(=O)c1ccccc1NC(=O)C1CCN(S(=O)(=O)Cc2ccccc2)CC1 (stereo unspecified)
15	1%	-4%	-17%	38%	-4%	-1	-9%	-1%	8%[59 µM]	CCc1ccccc1NC(=S)N(Cc1ccco1)C(C)c1cccs1 (stereo unspecified)
16	2%	-1%	/	34%	-3%	-1	-8%	-5%	10%[59 µM]	CCN(CC)S(=O)(=O)c1ccc(O)c(C(=O)OCC(=O)N(C)Cc2ccccc2)c1
17	-2%	7%	-12%	-8%	-20%[11.4 µM]	-2	-4%	-5%	/	CCOC(=O)Cc1csc(NC(=O)Cn2cnc3c2c(=O)n(C)c(=O)n3C)n1
18	-1%	-6%	3%	45%[activator]	-15%	2	-6%	-1%	3%[59 µM]	O=C(OCCN1C(=O)c2ccccc2C1=O)c1ccco1
19	-11%	-6%	-3%	3%	-11%	0	-9%	-5%	-29%[59 µM]	CCN1CCC(N(Cc2ccc(F)cc2)C(=O)Nc2cc(C)ccc2C)CC1
20	?	5%	22µM*	18µM*	40µM*	-1	-6%	8%	2.8µM*	CCOC(=O)C1=C(Cc2ccc(OC)cc2)C(=O)c2ccccc2C1=O

# The last 3 records of the section above lead into the next:
entry	Pin1 inhibitor	ERG Ets-DNA blk	BAZ2B inh	HP1b binding inh	JMJD2A Tudor	PI4K2A block	PGK inhibitor	GLS inh	G9a block	smiles
18	-1%	-6%	3%	45%[activator]	-15%	2	-6%	-1%	3%[59 µM]	O=C(OCCN1C(=O)c2ccccc2C1=O)c1ccco1
19	-11%	-6%	-3%	3%	-11%	0	-9%	-5%	-29%[59 µM]	CCN1CCC(N(Cc2ccc(F)cc2)C(=O)Nc2cc(C)ccc2C)CC1
20	?	5%	22µM*	18µM*	40µM*	-1	-6%	8%	2.8µM*	CCOC(=O)C1=C(Cc2ccc(OC)cc2)C(=O)c2ccccc2C1=O
21	1%	-6%	/	39%	3%	-1	-10%	-3%	/	CC(NC(=O)COC(=O)C1CC1C)c1ccccc1 (stereo unspecified)
22	-2%	-3%	?	-16%	?	21	-5%	4%	-9%[0.0925 µM]	O=C(/C=C/c1ccccc1)N1CCN(c2ccc([N+](=O)[O-])c(N3CCOCC3)c2)CC1
23	-6%	-1%	2%	16%	-20%	-1	i	1%	16%[59 µM]	CC1OC(Nc2ccc(OC(F)(F)F)cc2)C(O)C(O)C1O (stereo unspecified)
24	1%	18%	18%	16%	17%[57.1 µM]	3	-1%	-1%	-36%[59 µM]	Cc1ccc(NC(=O)C2CC(=O)NC(N3CCc4ccccc43)=N2)cc1 (stereo unspecified)
25	4%	-7%	-12%	22%	-7%	-1	2%	-1%	-4%	Cc1cccc(N2C(=O)N3[C@@H]4c5ccccc5OC[C@@H]4[C@@H](c4ccccc4)[C@]3(C)C2=O)c1
26	-1%	13%	/	24%	-19%	0	-4%	7%	/	COc1ccc(NC(=O)CC2CC3CCC2C3)cc1S(=O)(=O)N1CCOCC1 (stereo unspecified)
27	0%	4%	-3%	28%	-3%	-4	-3%	10%	4%	CC(C)c1cc(=O)n2[nH]c(SCc3ccccc3Cl)nc2n1
28	1%	0%	-12%	21%	-7%	0	-5%	34%[activator]	2%[2.33 µM]	Cc1c(O)ccc2c(CC(=O)N[C@@H](Cc3ccc(O)cc3)C(=O)O)cc(=O)oc12
29	?	7%	-6%	52%[activator]	-16%	-2	-3%	?	?	COc1cc2cc(CNc3ccc(C)cc3)c(=O)n(CC(=O)Nc3ccc(C(C)C)cc3)c2cc1OC
30	0%	2%	-8%	5%	-24%	0	-9%	-4%	4%[59 µM]	Cc1nc2ccccc2n1CCc1nc2c3ccccc3nc(SCC(=O)Nc3ccc(Br)cc3F)n2n1
31	-13%	15%	-16%	52%[activator]	11%	7	-6%	5%	-47%	COc1cc(C2C3C(=O)N(c4ccccc4)C(=O)C3ON2c2ccccc2)cc(OC)c1OC (stereo unspecified)
32	1%	8%	-20%	19%	-6%	3	i	0%	-28%	CC1(C)Cc2c(sc(/N=C/N3CCCCCC3)c2C#N)C(C)(C)N1
33	?	2%	-17%	71%[activator]	10%	4	-3%	-4%	25µM*	COc1ccc(N=Cc2c(O)c3ccccc3n2C(C)=O)cc1
34	-2%	/	?	43%[activator]	-9%	1	/	-1%	/	O=C(NC1CC2CCCC(C1)N2S(=O)(=O)c1ccccc1)C1CCCCC1 (stereo unspecified)
35	?	-4%	-25%	30%	-27%	0	-4%	8%	17%[12.7 µM]	O=[N+]([O-])c1ccc2[nH]c(O)c(N=NC(=S)Nc3cccnc3)c2c1
36	-1%	1%	4%	52%[activator]	2%	0	i	-10%	21%[59 µM]	CS(=O)(=O)N1CCN(C(=O)c2ccccc2F)CC1
37	-10%	10%	-3%	37%	-8%	-4	-9%	-2%	18%[59 µM]	CC(=O)N1CCOc2ccc(S(=O)(=O)NCC3CCC(C(=O)NCCC(C)C)CC3)cc21 (stereo unspecified)
38	-11%	-3%	/	13%	-7%	1	-5%	16%	/	O=c1c(O)c(-c2ccccc2)oc2ccccc12
39	2%	2%	-27%	27%	-13%	-4	-7%	-2%	-3%[59 µM]	CCOC(=O)N1CCN(CC(O)COC2CC(C)CCC2C(C)C)CC1 (stereo unspecified)
40	22%	5%	0%	-6%	-36%	-17	-4%	0%	7%	Cc1c(Cl)cccc1N1CC(C)(C)C1=O
41	7%	-1%	-39%	5%	-29%	-8	i	-20%	8.9µM*	COC(=O)C1=C(C)NC(=S)NC1c1ccc(-c2ccccc2C(=O)OC)o1 (stereo unspecified)
42	-3%	11%	-3%	38%	-4%	-6	-8%	-4%	18%[59 µM]	CC(NC(=O)c1ccccc1)c1ccc(F)cc1 (stereo unspecified)
43	-3%	1%	-22%	28%	-15%	6	7%	0%	-17%	Cc1ccc(OCC(=O)NNC(=S)NCc2ccccc2)cc1
44	-5%	-8%	?	23%	-3%	-3	-8%	-6%	8%	O=C(Nc1nnc(-c2ccco2)o1)c1ccc(Cl)cc1
45	?	0%	-2%	29%	-20%[57.1 µM]	1	-7%	4%	/	N/C(=N\c1nc2ccccc2o1)NC(=O)c1ccccc1F
46	1%	-6%	?	-17%	?	-4	-1%	2%	/	COc1cccc(C2c3[nH]c4ccccc4c3CCN2C(=O)c2ccccc2F)c1OC (stereo unspecified)
47	-6%	6%	-1%	0%	-11%	2	0%	0%	6%	CC(C)n1nccc1NC(=O)Nc1ccccc1
48	5%	2%	-4%	18%	-7%	-3	0%	-2%	?	CC(=O)Nc1cccc(OCC(O)Cn2c(C)nc3ccccc32)c1 (stereo unspecified)
